# Source: PubChem
# V1R ag counter – agonists of human V1a receptor, primary screen, counter-screen for OXTR agonist project, fluorescence, CHO-V1R cells. Vasopressin V1a receptor (Homo sapiens), P37288. Fluo-8 calcium fluorescence, agonist mode; 0% DMSO, 100% 3 nM vasopressin. activation, % at 3 µM. 0.25% of 320,000 active. AID 2797, 2010;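 active = activation above the mean activation of all tested compounds plus 3 SD, per screening run, cut at about 20% in these data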;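 also: signal is peak over basal fluorescence ratio across a 100 second FLIPR read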
# VIM-2 inh – VIM-2 metallo-beta-lactamase inhibitors, primary screen, biochemical, epi-absorbance readout, Pseudomonas aeruginosa enzyme | purified VIM-2, nitrocefin hydrolysis, epi-absorbance fluorescence | inhibition, % at 5.6 µM | 0.89% of 290,000 active | AID 1527, 2009;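 active = inhibition above the mean of all tested compounds plus 3 SD, cutoff set per screening run, cut at about 7.5% in these data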;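 also: red hydrolysis product quenches plate fluorescence so inhibitors raise well fluorescence; 0% = enzyme with DMSO and 100% = DMSO without enzyme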
# DNA FID counter – compounds displacing fluorescent DNA intercalator, primary screen, artefact control for HCV NS3 helicase inhibitor project, biochemical, FID fluorescence; 0.17% of 290,000 active; DNA fluorescent intercalator displacement; inhibition, % at 7.9 µM; in the data active = inhibition above about 37%;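 also: 0% = vehicle and 100% = reference compound; higher means more ethidium bromide displaced from hairpin DNA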
# PHOSPHO1 block – PubChem AID 1565 | recombinant PHOSPHO1, absorbance phosphatase assay | inhibition, % at 13.3 µM | 1.1% of 290,000 active; in the data active = inhibition above about 60%
# Target sequence (Q8TCT1 whole entry, looked up): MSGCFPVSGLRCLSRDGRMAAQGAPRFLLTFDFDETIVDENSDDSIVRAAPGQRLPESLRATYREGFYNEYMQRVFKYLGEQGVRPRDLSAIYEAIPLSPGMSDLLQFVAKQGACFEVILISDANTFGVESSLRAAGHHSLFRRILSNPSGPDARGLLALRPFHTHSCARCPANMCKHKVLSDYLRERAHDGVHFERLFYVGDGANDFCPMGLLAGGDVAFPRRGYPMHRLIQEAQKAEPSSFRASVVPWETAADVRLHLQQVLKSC
# HCV NS3 hel inh – inhibitors of HCV NS3 helicase, primary screen, biochemical, Cy5 molecular beacon fluorescence | Hepatitis C virus NS3 helicase | NS3 helicase DNA unwinding | inhibition, % at 10.9 µM | 0.56% of 290,000 active | AID 1800, 2009;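 active = inhibition above the mean of all tested compounds plus 3 SD, set per campaign, cut at about 35% in these data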;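 also: 0% = DMSO wells and 100% = thioflavine S control wells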
#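 assay system = NS3 helicase fragment of HCV | buffer or medium = MOPS pH 6.5, MgCl2, DTT, Tween20, BSA | timing = 60 min unwinding reaction at 25 °C after ATP addition | signal = Cy5 beacon fluorescence read at start and 1 h | read-out basis = % inhibition of unwinding | control set = low DMSO, high thioflavine S at 110 µM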
# GalR3 antag – GalR3 antagonists in HEK293 cells, primary screen, cell-based, fluorescence readout; Galanin receptor type 3 (Homo sapiens), O60755; HEK293 GalR3-CNG cAMP membrane potential fluorescence; galR3 body fused to GalR1 C-terminus; inhibition, % at 3 µM; 0.44% of 360,000 active; AID 651719, 2012;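 active = inhibition above the screen-wide average plus 3 SD, cut at about 13% in these data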;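 also: forskolin and galanin both at EC90 stimulate the cells; cAMP rise reported by CNG channel membrane potential dye signal; 0% = forskolin plus galanin with DMSO and 100% = forskolin alone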
# Target sequence (O60755 1-299 limits assumed): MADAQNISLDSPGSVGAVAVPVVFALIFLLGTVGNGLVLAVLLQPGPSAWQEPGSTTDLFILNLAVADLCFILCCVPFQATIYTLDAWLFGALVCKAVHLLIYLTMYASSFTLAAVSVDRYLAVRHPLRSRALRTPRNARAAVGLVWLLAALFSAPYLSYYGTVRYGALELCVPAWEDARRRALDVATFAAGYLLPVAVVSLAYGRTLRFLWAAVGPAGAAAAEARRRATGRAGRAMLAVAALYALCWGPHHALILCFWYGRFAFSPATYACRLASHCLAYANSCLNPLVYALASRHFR
# IMP-1 inh – IMP-1 metallo-beta-lactamase inhibitors, primary screen, biochemical, epi-absorbance readout, Pseudomonas aeruginosa enzyme. 0.45% of 290,000 active. AID 1556, 2009. purified IMP-1, nitrocefin hydrolysis, epi-absorbance fluorescence. metallo-beta-lactamase IMP-1 (Pseudomonas aeruginosa). inhibition, % at 5.6 µM;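 active = inhibition above the mean plus 3 SD of all compounds in the same screening run, cut at about 4.5% in these data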;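 also: 0% = IMP-1 with DMSO and 100% = DMSO wells lacking enzyme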
#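 System: Purified recombinant IMP-1 metallo-beta-lactamase enzyme | Measured by: Fluorescence quenching readout, ex 480/em 530 nm | Replication: Singlicate | Incubation: 15 min preincubation plus 25 min reaction at 25 °C | Evaluation: Percent inhibition from optical density relative to buffer-blank wells | Benchmarks: DMSO with and without IMP-1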
# GPR7 antagonist – GPR7 receptor antagonists, primary screen, cell-based, fluorescence, single concentration | 1.1% of 290,000 active | GPR7-expressing cells, fluorescence antagonist assay | inhibition, % at 4.4 µM; in the data active = inhibition above about 16%, passing the limit was not always enough;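 also: cells stimulated with the agonist NPW; 0% = agonist with vehicle and 100% = vehicle without agonist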
# Target sequence (P48145 whole entry, looked up): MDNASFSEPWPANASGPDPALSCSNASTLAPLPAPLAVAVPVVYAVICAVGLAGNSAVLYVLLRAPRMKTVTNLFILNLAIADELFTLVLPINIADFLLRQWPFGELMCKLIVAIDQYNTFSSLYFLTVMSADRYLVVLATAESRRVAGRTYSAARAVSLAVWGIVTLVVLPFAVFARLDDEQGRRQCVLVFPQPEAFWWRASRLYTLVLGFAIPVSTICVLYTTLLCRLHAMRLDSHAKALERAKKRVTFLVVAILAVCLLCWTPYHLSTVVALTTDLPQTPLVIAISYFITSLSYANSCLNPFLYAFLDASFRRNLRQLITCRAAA
# OXTR ag – human OXTR agonists, primary screen, fluorescence, CHO-OTR cells, Fluo-8 calcium; Oxytocin receptor (Homo sapiens), P30559; Fluo-8 calcium fluorescence; normalized: DMSO 0%, oxytocin 100%; activation, % at 3 µM; 0.32% of 320,000 active; AID 2435, 2010;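 active = activation above the mean of all tested compounds plus 3 SD, cutoff set per screening run, cut at about 20% in these data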;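 also: peak over basal fluorescence ratio from a 100 s FLIPR kinetic read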
# Starred values were filed as active, the others as inactive; . = not tested or not shown.
SMILES,V1R ag counter,VIM-2 inh,DNA FID counter,PHOSPHO1 block,HCV NS3 hel inh,GalR3 antag,IMP-1 inh,GPR7 antagonist,OXTR ag
COc1cccc(-n2nnnc2SCC(=O)NCc2ccc3c(c2)OCO3)c1,-1.6,-1.2,-12,11,2,-4,-2.8,4,-1.6
CSc1ccc(/C=N/Nc2nc(C)cc(C)n2)cc1,0.2,-4.0,-7,-16,7,-2,-1.3,3,0.2
COc1ccc(CNC(=O)c2ccccc2NS(C)(=O)=O)cc1,0.4,-1.8,-2,6,-11,-4,-2.4,-6,-0.6
O=C(Nc1ccccc1Br)c1ccccc1-c1ccccc1,-1.9,1.9,-2,-7,0,-1,-1.7,-2,-1.9
N#Cc1c(C(F)(F)F)cc(-c2ccccc2)[nH]c1=O,3.9,3.5,-6,19,26,-3,0.6,7,1.4
CCNc1nnc(CSc2nc3ccccc3s2)s1,1.6,1.3,-14,-1,-2,2,-4.4,10,2.6
COc1ccc(OC)c(-n2c(SCC(C)=O)nnc2-c2cccc(S(=O)(=O)N(C)C)c2)c1,-0.5,1.0,-24,31,-2,-8,1.9,-5,-0.9
O=C(c1ccccc1)c1cc([N+](=O)[O-])ccc1N1CCOCC1,0.3,-1.0,1,-26,6,1,-0.2,8,-1.7
C=CCn1c(=O)c2ccccc2n2c(SCC(=O)Nc3cc(C)on3)nnc12,-0.7,0.5,-8,21,-1,3,-2.6,-3,-0.7
CC(=O)c1nn(-c2cccc(Br)c2)cc1C(=O)c1ccc2ccccc2c1,0.3,0.0,1,-70,10,-5,-0.8,4,1.1
COc1cccc(-c2nc(-c3ccc(NC(=O)c4cccnc4)cc3)no2)c1,-0.6,-0.9,0,-4,0,2,2.3,-1,0.8
CC1Oc2ccccc2N(CC(=O)Nc2ccc(F)cc2)C1=O (stereo unspecified),1.2,-1.8,-4,40,-1,-5,-1.7,-12,0.2
C=CCNS(=O)(=O)c1nc(C)c(Cl)c(C)c1C#N,0.3,-2.3,-2,25,-3,-6,-1.6,-7,0.1
O=[N+]([O-])c1ccc(/C=N/Nc2nc(N3CCCC3)nc(N3CCCC3)n2)o1,-0.3,2.9,-37,13,19,-8,-2.9,-9,0.3
O=C(C1CC(=O)N(c2ccc(Cl)cc2)C1)N1CCOCC1 (stereo unspecified),0.4,-4.0,-7,23,10,-11,-5.2,-8,-0.1
Cc1cc(C)n2c3c(c(C#N)c2n1)CCCC3,-0.7,7.7*,-6,-7,-2,10,-7.7,-22,-2.1
Cc1ccccc1-c1nnc2c3ccccc3c(C)nn12,2.1,-0.1,-11,-6,-5,7,-2.4,-8,-2.6
Cn1cnc([N+](=O)[O-])c1Sc1nnc(-c2cccnc2)n1C,.,-0.3,0,42,1,-7,0.3,-5,.
Cc1cccc(NS(=O)(=O)c2nnc(NC(=O)C3CCCCC3)s2)c1,0.3,-2.2,-28,20,2,.,-4.6,0,0.9
CCc1ccc(N(C(=O)c2snc(C(N)=O)c2N)C(C(=O)NCC2CCCO2)c2cccs2)cc1 (stereo unspecified),-0.1,-1.1,-37,32,1,4,-1.3,-12,-1.4
O=C(Cc1ccccc1)Nc1ccc(N2CCOCC2)cc1N1CCOCC1,0.1,0.2,-21,-10,1,5,-1.9,-13,0.2
COc1ccc(/C=N/Nc2ncc(-c3ccccc3)cn2)c(OC)c1,-1.1,-2.4,-11,-17,1,1,-3.3,-3,-1.9
Cn1c(SCC(=O)Nc2ccc(F)cc2)nc2c([nH]c3ccccc32)c1=O,0.2,-1.9,-5,43,4,0,-2.5,-16,0.3
Cc1nc2scc(C)n2c(=O)c1S(=O)(=O)NCc1ccccc1,1.0,0.6,-2,30,1,3,-0.9,-3,0.8
COC(=O)c1cc(-c2ccccc2)sc1NC(=O)CN1C(=O)c2ccccc2C1=O,-0.5,-0.7,1,-100,16,-3,-2.0,-10,2.2
SMILES,V1R ag counter,VIM-2 inh,DNA FID counter,PHOSPHO1 block,HCV NS3 hel inh,GalR3 antag,IMP-1 inh,GPR7 antagonist,OXTR ag
O=C(N/N=C1/CC2CCC1C2)c1cc2ccccc2cc1O (stereo unspecified),0.3,-1.2,-15,37,49*,1,-2.4,-4,0.0
COc1ccc(NS(=O)(=O)c2ccc(NC(=O)C3CC3)cc2)cc1,12,-1.2,-4,18,-1,-3,-2.4,-2,6.2
Cc1ccc(Oc2ncc(-c3ccc(Cl)cc3)cn2)cc1,0.9,-3.4,-1,31,8,0,-2.4,7,-0.6
CCNC(=O)C(=O)Nc1ccc(OC)c(Cl)c1,4.9,0.9,9,28,-14,-4,0.5,7,5.8
Cc1cccc(C(=O)NNC(=O)c2ccccc2-n2cccc2)c1,0.3,0.1,-2,28,9,-3,-1.6,-1,0.7
COc1ccccc1NC(=S)N1CCn2cccc2C1c1cccnc1 (stereo unspecified),0.3,1.8,6,-5,1,1,-0.8,-3,-0.7
O=C(CCCn1c(=S)[nH]c2cc3c(cc2c1=O)OCO3)N1CCN(c2ccc(Cl)cc2)CC1,-0.6,-2.1,-1,54,-12,-2,-3.0,-4,-1.4
O=Cc1ccccc1OCCCOc1cccc2cccnc12,0.0,0.2,-4,19,-2,-2,-2.5,2,-1.5
COCCNC(=O)CSCc1cc(C)cc(C)c1,-0.4,-1.5,-6,-26,8,-3,-3.2,7,-0.9
COCCNC(=O)C1CC(c2cccc([N+](=O)[O-])c2)=NO1 (stereo unspecified),1.1,0.5,2,14,9,-7,-0.5,5,-0.2
O=C(c1ccc(S(=O)(=O)N2CCCC2)cc1)N1CCN(Cc2ccc3c(c2)OCO3)CC1,-0.2,0.3,-23,1,3,-3,-2.2,-13,-0.3
COC(=O)c1ccccc1NC(=O)N1CCN(S(=O)(=O)c2ccc(Cl)cc2)CC1,0.5,-4.5,-4,-14,3,2,-1.5,-14,-2.0
COc1ccc(CNc2nc3c(c(=O)n(Cc4ccc(F)cc4)c(=O)n3C)n2C)cc1,1.4,1.7,2,-17,6,-2,0.5,-3,0.4
O=C(Nc1cc(C(F)(F)F)ccc1Cl)c1ccc(NC(=O)C(F)(F)F)cc1,2.0,-0.7,5,6,5,-12,-1.2,-7,-0.6
O=C1CSC(=S)N1c1ccc(O)cc1,1.4,-2.1,0,30,-1,-4,1.7,-12,-0.1
O=C(NCC(=O)N1CC(O)CC1C(=O)N1CC(O)CC1C(=O)OCc1ccccc1)OCc1ccccc1 (stereo unspecified),-0.2,-1.4,-18,-16,-3,1,-1.8,-6,-0.7
COc1ccc(C(=O)Nc2cc(C(=O)c3ccccc3)c(C)oc2=O)cc1,-0.3,-1.2,-9,18,0,-3,-1.6,-11,0.8
CC(=O)c1cccc(OCc2cc(C(=O)N(C)CCC3CCOCC3)no2)c1,4.2,-2.8,-46,20,0,1,-1.6,-6,3.4
COc1ccc(NC(=O)CN2C(=O)c3ccccc3S2(=O)=O)cc1OC,0.8,-2.2,-2,32,0,-5,-2.7,-16,0.1
CC(=O)c1ccc(N(C(=O)CNC(=O)c2cccs2)C(C(=O)NCC2CCCO2)c2ccccc2)cc1 (stereo unspecified),-0.8,-4.0,-28,35,9,-9,-2.0,-13,-0.4
COC(=O)c1cc(S(=O)(=O)NCc2ccccc2)c[nH]1,3.6,-1.9,-3,-21,-3,1,-3.0,1,-0.3
CC1CCc2cc(F)ccc2N1C(=O)C1(C)CC1(Cl)Cl (stereo unspecified),-1.4,-3.5,-8,17,-2,-3,-5.0,9,-1.2
CC(C)C(=O)Nc1ccc2c(c1)C(=O)NC2=O,0.9,1.0,-7,14,-4,-1,-2.3,0,1.2
CSc1nc(Oc2ccc3ccccc3c2)c2ccccc2n1,0.9,-0.2,0,-18,4,-1,-2.0,1,-1.2
NS(=O)(=O)c1ccc(CCNC(=O)c2nc(CS(=O)(=O)c3ccc(Cl)cc3)no2)cc1,-0.3,-2.4,-18,27,-3,-6,-1.9,-6,-0.6

# Quoted at random: six records from the list.
SMILES,V1R ag counter,VIM-2 inh,DNA FID counter,PHOSPHO1 block,HCV NS3 hel inh,GalR3 antag,IMP-1 inh,GPR7 antagonist,OXTR ag
NS(=O)(=O)c1ccc(CCNC(=O)c2nc(CS(=O)(=O)c3ccc(Cl)cc3)no2)cc1,-0.3,-2.4,-18,27,-3,-6,-1.9,-6,-0.6
COc1ccc(C(=O)Nc2cc(C(=O)c3ccccc3)c(C)oc2=O)cc1,-0.3,-1.2,-9,18,0,-3,-1.6,-11,0.8
CSc1nc(Oc2ccc3ccccc3c2)c2ccccc2n1,0.9,-0.2,0,-18,4,-1,-2.0,1,-1.2
Cc1cccc(C(=O)NNC(=O)c2ccccc2-n2cccc2)c1,0.3,0.1,-2,28,9,-3,-1.6,-1,0.7
O=C(N/N=C1/CC2CCC1C2)c1cc2ccccc2cc1O (stereo unspecified),0.3,-1.2,-15,37,49*,1,-2.4,-4,0.0
COCCNC(=O)C1CC(c2cccc([N+](=O)[O-])c2)=NO1 (stereo unspecified),1.1,0.5,2,14,9,-7,-0.5,5,-0.2

# (cont.)
SMILES,V1R ag counter,VIM-2 inh,DNA FID counter,PHOSPHO1 block,HCV NS3 hel inh,GalR3 antag,IMP-1 inh,GPR7 antagonist,OXTR ag
O=c1cc(CN2CCN(c3ccccc3F)CC2)c2cc3c(cc2o1)CCCC3,-0.6,-2.6,1,8,0,-1,-2.5,-7,-1.5
C/C(=C\c1cccc(Br)c1)C(=O)c1c(C)cc(C)[nH]c1=O,-0.3,-2.9,-22,16,3,-10,-2.2,-7,-1.7
Cc1ccc(NCc2nnc(SCC(=O)Nc3cc(C)on3)n2C)cc1,0.7,-1.1,-14,-12,0,8,-2.0,4,-0.8
COc1ccc(Nc2nc(NCc3ccco3)nc(N/N=C/c3ccccc3F)n2)cc1,-1.0,-2.2,-20,2,-95,0,-2.8,-5,-1.8
COc1ccc(N2CCN(C(CNC(=O)C(C)C)c3ccc4c(c3)OCO4)CC2)cc1 (stereo unspecified),0.0,-0.2,-19,22,-5,2,-1.9,-9,-0.6
CCOC(=O)N1CCN(C(=O)c2ccc(OCC)cc2)CC1,0.6,-3.6,-11,8,4,-3,-1.9,2,0.4

# In another format: two of the compounds above.
COc1ccc(N2CCN(C(CNC(=O)C(C)C)c3ccc4c(c3)OCO4)CC2)cc1 (stereo unspecified)
  V1R ag counter: 0.0	VIM-2 inh: -0.2	DNA FID counter: -19	PHOSPHO1 block: 22	HCV NS3 hel inh: -5	GalR3 antag: 2	IMP-1 inh: -1.9	GPR7 antagonist: -9	OXTR ag: -0.6

CCOC(=O)N1CCN(C(=O)c2ccc(OCC)cc2)CC1
  V1R ag counter: 0.6	VIM-2 inh: -3.6	DNA FID counter: -11	PHOSPHO1 block: 8	HCV NS3 hel inh: 4	GalR3 antag: -3	IMP-1 inh: -1.9	GPR7 antagonist: 2	OXTR ag: 0.4
